UBC13 polyUb: inhibitors of human UBC13 polyubiquitin chain formation; P61088; TR-FRET; inhibition, % at 20 µM; hit rate 0.47% among 330,000; in the data active = inhibition above about 45%, passing the limit was not always enough
Target sequence (P61088 whole entry, looked up): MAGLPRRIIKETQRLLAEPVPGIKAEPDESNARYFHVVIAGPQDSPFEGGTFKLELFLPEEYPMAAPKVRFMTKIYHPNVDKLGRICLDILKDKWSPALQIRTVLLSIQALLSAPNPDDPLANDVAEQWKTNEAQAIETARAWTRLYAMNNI
SENP7 block: inhibitors of human SENP7 protease; Q9BQF6; inhibition, % at 5 µM; recombinant SENP7, Z-RLRGG-aminoluciferin luminescence, 40 min; hit rate 1.5% among 330,000;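 active = inhibition above about 50% at the single test dose, limit read from the data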;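 also: plate controls were DMSO with enzyme for no effect and no enzyme buffer wells for full effect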
APOBEC3G inh: blocks human APOBEC3G single-stranded DNA deamination. recombinant A3G, ssDNA deamination FAM/TAMRA fluorescence. inhibition, % at 20 µM. hit rate 0.28% among 330,000;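 active = inhibition of at least 40% at 20 µM, with no more than 30% in the related APOBEC3A deaminase screen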;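 also: plate controls were DMSO wells with A3G for no effect and wells lacking A3G enzyme for full effect; some compounds called inactive have numbers as strong as hits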
Target sequence (Q9HC16 whole entry, looked up): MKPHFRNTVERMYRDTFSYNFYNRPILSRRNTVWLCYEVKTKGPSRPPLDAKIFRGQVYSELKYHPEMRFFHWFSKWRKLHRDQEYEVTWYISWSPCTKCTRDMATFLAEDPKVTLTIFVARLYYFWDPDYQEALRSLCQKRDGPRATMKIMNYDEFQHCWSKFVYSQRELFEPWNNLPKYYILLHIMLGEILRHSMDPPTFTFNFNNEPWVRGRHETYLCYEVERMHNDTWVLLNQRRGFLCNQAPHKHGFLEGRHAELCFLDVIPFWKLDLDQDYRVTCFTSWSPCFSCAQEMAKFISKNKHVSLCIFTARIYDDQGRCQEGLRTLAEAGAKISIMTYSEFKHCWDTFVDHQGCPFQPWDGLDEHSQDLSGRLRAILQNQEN
SENP8 block-1: inhibitors of human SENP8 protease | Q96LD8 | purified SENP8, Z-RLRGG-aminoluciferin cleavage, luminescence | inhibition, % at 10 µM | hit rate 1.2% among 330,000 | AID 2540; in the data active = inhibition above about 50%
Target sequence (Q96LD8 whole entry, looked up): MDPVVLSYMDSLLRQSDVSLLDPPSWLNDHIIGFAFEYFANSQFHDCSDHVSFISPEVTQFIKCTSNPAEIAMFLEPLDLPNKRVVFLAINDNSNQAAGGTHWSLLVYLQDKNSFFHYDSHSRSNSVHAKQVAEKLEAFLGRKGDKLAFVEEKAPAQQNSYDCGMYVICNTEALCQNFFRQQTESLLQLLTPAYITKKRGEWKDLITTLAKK
SENP1 FRET inh: blocks the human SENP1 SUMO protease catalytic domain. inhibition, % at 10 µM. hit rate 0.21% among 360,000. Q9P0U3. recombinant SENP1 catalytic domain, CyPet-SUMO1-YPet FRET cleavage. AID 624204;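 active = inhibition at least 30% at 10 µM, raw YFP signal under a set limit, fluorescence ratio 0.5 to 1.5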;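 also: 0% = enzyme with DMSO and 100% = no enzyme wells; some results filed as inactive read as strong as hits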
Target sequence (Q9P0U3 419-644 limits assumed): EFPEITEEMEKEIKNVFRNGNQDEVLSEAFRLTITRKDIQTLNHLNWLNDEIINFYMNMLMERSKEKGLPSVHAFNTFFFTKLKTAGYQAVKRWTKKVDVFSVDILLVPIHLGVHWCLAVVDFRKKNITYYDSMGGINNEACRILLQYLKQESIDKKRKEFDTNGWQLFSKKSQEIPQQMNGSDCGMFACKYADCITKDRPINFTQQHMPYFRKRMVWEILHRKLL
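System: Recombinant human SENP1 catalytic domain, His6-tagged | Incubation: Enzyme reaction for 50 min at room temperature, dark | Medium: Tris pH 8 with BME, BSA, NP40 and catalase | Also added: 25 nM SUMO1 FRET substrate | Compound: 10 µM single point, 0.5% DMSO | Measured by: FRET fluorescence in CFP and YFP emission channels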
Apaf-1 inh: blocks human Apaf-1 apoptosome activity. O14727. reconstituted apoptosome caspase-3 activity, DEVD-Rh110 fluorescence. inhibition, % at 20 µM. AID 489030. hit rate 0.71% among 330,000; active = inhibition of at least 40% at 20 µM;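 also: plate controls were DMSO wells for no effect and DEVD-CHO caspase inhibitor wells for full effect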
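detection = Rh110 fluorescence intensity | test system = biochemical Apaf-1 apoptosome reconstitution | also added = cytochrome c and DEVD-Rh110 substrate | schedule = 30 min plus 50 min, RT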
SENP8 block-2: inhibitors of human SENP8 protease; Q96LD8; hit rate 0.64% among 360,000; recombinant SENP8, Nedd8 substrate fluorescence; inhibition, % at 20 µM; AID 602440; in the data active = inhibition mostly above about 40%, no sharp cut-off; inactive = mostly below about 27%
SENP6 inh: inhibitors of human SENP6 protease; Q9GZR1; inhibition, % at 10 µM; hit rate 1.8% among 330,000; Recombinant SENP6 catalytic domain, aminoluciferin luminescence;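 active = inhibition above about 50% at the single tested dose, limit read from the data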;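 also: plate controls were DMSO wells with enzyme for no effect and DMSO wells lacking enzyme for full effect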
* = called active by the depositor; & = joins results of further samples. Not a hit list; overall some 3.6% were active at least once.

SMILES	UBC13 polyUb	SENP7 block	APOBEC3G inh	SENP8 block-1	SENP1 FRET inh	Apaf-1 inh	SENP8 block-2	SENP6 inh
Cc1ccc(S(=O)(=O)N(C)c2ccc(OCC(=O)NCc3ccco3)cc2)cc1	-4	-9	-8	-2	3	0	27	-8
CCC(=O)Nc1nnc(S(=O)(=O)N2CCc3ccccc32)s1	-14	-20	-11	-13	-4	12	2	-17
COCCCn1c(Cc2csc(Nc3ccccc3)n2)nnc1SCC(N)=O	-6	-1	4	-5	0	6	7	-2
CC(C)N(CC(N)=O)c1ccc(S(=O)(=O)N2CCCC2)cn1	6	-4	-8	-4	3	-12	-7	-4
CCOc1ccccc1C1CC(=O)Nc2cc(OC)c(OC)c(OC)c21 (configuration not stated)	-1	-5	-1	-8	0	4	16	-14
Clc1ccc(CNc2nc(CN3CCOCC3)nc3scc(-c4ccccc4)c23)cc1	43	2	-6	0	-6	22	-8	2
CC(C)[C@H](NC(=O)C1CCN(C(=O)[C@H](Cc2ccccc2)NC(=O)OC(C)(C)C)CC1)C(=O)O	2	7	-10	3	0	-4	6	-4
Cc1ccc2nc(SCc3nnc(-c4ccccc4)o3)[nH]c2c1	6	6	-9	-3	0	0	7	-9
Cc1ccc(S(=O)(=O)NC(C)(C)C)cc1C(=O)OCC(=O)N1CCCC1=O	1	4	-9	-6	0	9	10	8
CCc1nnc(NC(=O)c2ccc(Cl)c(S(=O)(=O)N3CCc4ccccc43)c2)s1	-22	3	2	-4	-5	12	-5	5
Cc1ccccc1NC1=NC(C)(C)N=C(N)N1	4	-5	-3	-2	2	-9	39	-7
CCN(C(=O)COC(=O)/C=C/c1ccc(C)o1)c1c(N)n(Cc2ccccc2)c(=O)[nH]c1=O	-3	-2	-2	-1	-3	3	-9	3
Cc1cc(NC(=O)CCC(=O)N(c2ccc(F)cc2)C(C(=O)NC2CCCC2)c2ccccc2)no1 (configuration not stated)	6	-13	-11	3	2	11	2	-16
N[C@@H](Cc1cc(I)c(Oc2ccc(O)c(I)c2)c(I)c1)C(=O)O	-25&-2	5&2	11&7&-7	13&21	6&-2	-1&-15	11&17	7&11
c1ccc(CSc2nnc(Cc3ccccc3)o2)cc1	1	10	-1	-14	2	6	16	-25
Fc1ccc(/C=N/Nc2cc(N3CCOCC3)ncn2)cc1	3	9	-5	-13	4	1	26	-7
FC(F)(F)c1nc2ccccc2nc1N/N=C/c1ccc(Cl)cc1	-50	1	-3	-3	-20	16	-29	-8
C[C@H](CO)N1C[C@H](C)[C@@H](CN(C)C(=O)Nc2ccccc2)Oc2c(NS(=O)(=O)c3ccccc3)cccc2C1=O	-5	6	-2	6	3	5	9	-9
COc1cccc2c1C(=O)c1ccc3ccccc3c1C2=O	-8	20	65*	22	3	72*	-94	23
Cc1ccc(C(=O)Nc2ccc(Br)cc2)cc1S(=O)(=O)Nc1ccccn1	-1	4	-4	1	3	9	-282	-3
CNC(=O)N(C1=NCCCCC1)c1ccc(Br)cc1	1	-3	-6	-4	1	5	19	13
CC1(OC(=O)CCc2ccccc2)C(=O)C=C2C=C(c3ccc(C#N)cc3)N(CCc3c[nH]c4ccccc34)C=C2C1=O (configuration not stated)	-40	-9	-8	2	-44	13	-64	-1
CCOC(=O)C1(CCc2ccccc2)CCN(Cc2ccc(O)cc2)CC1	14	2	-7	2	2	7	15	15
COC(=O)C1CCN(C(=O)c2ccc(Cl)c(S(=O)(=O)NCc3cccnc3)c2)CC1	-6	-4	-6	-10	-2	-10	2	-7
COCCNC(=O)CN(c1ccc(OC)c(OC)c1)S(=O)(=O)c1ccc(C)cc1	6	-10	-6	-5	0	-2	18	15
O=C1CC(NS(=O)(=O)c2cccs2)CN1c1ccc(F)cc1 (configuration not stated)	4	-8	-9	7	4	1	3	-10
Cc1ccc(S(=O)(=O)N2CCC3(CC2)OCCN3S(=O)(=O)c2cccs2)cc1	4	-9	-6	14	3	15	16	-1
O=C(NCc1cccc(C(F)(F)F)c1)c1ccc2c(c1)OCO2	-2	-2	14	-1	3	16	7	6
COc1cc(NC(=O)c2ccc(CNc3c(N4CCOCC4)c(=O)c3=O)cc2)cc(OC)c1	4	9	-7	-2	3	-1	17	9
Cc1cc(NC(=O)CSCCO)no1	6	1	2	-8	1	5	9	-5
Cc1ccc(N2C(=O)[C@@H]3[C@H](C2=O)[C@H]2C=CC=NN2[C@@H]3C(=O)Nc2ccc(Cl)cc2)cc1	-12	17	20	5	-4	20	28	-9
COc1ccc(C(=O)N=C2CCC(C#N)=C3c4cc(OC)c(OC)cc4CCN23)cc1	9	-6	-4	-4	-9	-6	-38	-14
C/C(CC(=O)NCc1ccccc1Cl)=N/NC(=O)c1ccccn1	-4	0	-10	7	1	-1	-2	-13
CCN(CC)C(=O)CSc1nc(O)c(Cc2ccccc2)c(=O)n1-c1ccc(C)cc1	-2	-4	-2	-2	4	10	17	-43
CC(CCc1ccccc1)NC(=O)Cc1ccccc1 (configuration not stated)	12	-5	-9	-2	2	-6	10	-11
O=S1(=O)N=C(N2CCN(c3ccc(F)cc3)CC2)c2ccccc21	-2	2	-8	-11	3	-10	16	-29
NNC(=O)c1ccc2nc(-c3ccc(Br)cc3)cn2c1	-8	-9	3	-7	1	6	-352	2
O=C(CSc1nnc(-c2ccco2)o1)Nc1ccccc1Cl	0	5	3	0	2	9	11	3
Clc1ccc(COc2ccccc2-c2ccnc3ncnn23)cc1	4	-5	-5	-4	-1	7	-452	-22
CCCCCCCCCCCCN1[C@@H](CC(C)=O)c2cc(F)cc(F)c2S1(=O)=O	-16	-1	-5	1	-10	15	-3	8

4 of the compounds above, field by field.
Molecule: CCCCCCCCCCCCN1[C@@H](CC(C)=O)c2cc(F)cc(F)c2S1(=O)=O
  UBC13 polyUb = -16
  SENP7 block = -1
  APOBEC3G inh = -5
  SENP8 block-1 = 1
  SENP1 FRET inh = -10
  Apaf-1 inh = 15
  SENP8 block-2 = -3
  SENP6 inh = 8
Molecule: COC(=O)C1CCN(C(=O)c2ccc(Cl)c(S(=O)(=O)NCc3cccnc3)c2)CC1
  UBC13 polyUb = -6
  SENP7 block = -4
  APOBEC3G inh = -6
  SENP8 block-1 = -10
  SENP1 FRET inh = -2
  Apaf-1 inh = -10
  SENP8 block-2 = 2
  SENP6 inh = -7
Molecule: COc1ccc(C(=O)N=C2CCC(C#N)=C3c4cc(OC)c(OC)cc4CCN23)cc1
  UBC13 polyUb = 9
  SENP7 block = -6
  APOBEC3G inh = -4
  SENP8 block-1 = -4
  SENP1 FRET inh = -9
  Apaf-1 inh = -6
  SENP8 block-2 = -38
  SENP6 inh = -14
Molecule: CNC(=O)N(C1=NCCCCC1)c1ccc(Br)cc1
  UBC13 polyUb = 1
  SENP7 block = -3
  APOBEC3G inh = -6
  SENP8 block-1 = -4
  SENP1 FRET inh = 1
  Apaf-1 inh = 5
  SENP8 block-2 = 19
  SENP6 inh = 13

(continued)
SMILES	UBC13 polyUb	SENP7 block	APOBEC3G inh	SENP8 block-1	SENP1 FRET inh	Apaf-1 inh	SENP8 block-2	SENP6 inh
COc1ccc(CCNC(=O)CSc2nnc(-c3ccc(F)cc3)o2)cc1OC	2	-2	-2	-6	1	-11	6	-4
CCn1nnc(NC(=O)C(C)(c2ccccc2)c2ccccc2)n1	-4	-4	-7	0	2	-1	10	-29
Cc1ccc(CCn2c3c(c4ccccc42)CN(C)CC3)cn1	4	12	5	-6	2	1	-16	1
Cc1ccc2nc(Cl)c(/C=N/NC(=O)CN3CCOCC3)cc2c1	-8	4	-6	-4	1	-20	6	-8
O=C(NCC(c1ccco1)N1CCN(c2ccccc2F)CC1)C1CCCCC1 (configuration not stated)	0	-6	-12	-6	0	-2	17	-17
Cc1c(NC(=O)/C=C/c2cn(-c3ccccc3)nc2-c2ccccc2)c(=O)n(-c2ccccc2)n1C	-9	-9	-7	-12	0	15	10	-10
N#Cc1c(N2CCN(C(=O)c3ccccc3Cl)CC2)nc(-c2ccccc2)c2c1CCCC2	25	-6	-4	3	0	20	-444	-6
O=C1N=C(N2CCOCC2)CS1	5	9	-2	1	2	-25	9	-5
CCCCCC1CC(CC(=O)NC(=S)Nc2ccc([N+](=O)[O-])cc2)C(=O)O1 (configuration not stated)	-3	-4	-7	-8	0	11	15	-4
C/C(Cl)=C/CSc1nc2c(c(=O)[nH]c(=O)n2C)n1C(C)C	3	5	-1	-7	0	6	23	-6
COc1ccc(-n2c(SCC(=O)N3CCC(C(=O)O)CC3)nc3ccccc3c2=O)cc1OC	-2	6	-3	3	1	-3	3	7
COc1cc(OC)c2ccc(=O)oc2c1C(CC(=O)N1CCCC1)c1ccc(N(C)C)cc1 (configuration not stated)	-6	-21	-13	-11	0	3	-38	-22
Cc1c(Cl)cccc1NC(=O)CSC(N)=O	17	-2	-12	5	2	-17	-8	-6
Cc1cc(C)n(CCCNC(=O)c2ccc(S(=O)(=O)NCc3ccco3)cc2)n1	-4	5	-2	-2	3	4	10	-3
O/N=C/c1cn(-c2ccccc2)nc1-c1ccc2c(c1)OCCO2	46*	7	0	-2	0	15	2	-8
COc1ccc(/C=C/C(=O)Nc2cc(C)nn2-c2nc3ccccc3[nH]2)cc1	-5	2	-3	-6	5	-56	-50	-26
c1ccc2sc(N3CCCN(Cc4nc(-c5cnccn5)no4)CC3)nc2c1	3	6	-4	-1	2	-5	2	-8
CCCOc1ccc(C(=O)Nc2ccc(S(=O)(=O)N3CCN(C)CC3)cc2)cc1	10	4	-2	8	3	6	-1	5
CS(=O)(=O)c1ccc(NC(=O)CCN2C(=O)C3CC=CCC3C2=O)cc1 (configuration not stated)	-3	11	-4	-3	-1	-1	-3	-16
COC(=O)C1C(=O)C2=C(CC1C)Nc1ccccc1NC2c1cccs1 (configuration not stated)	-24	3	-6	-10	1	-2	3	8
COc1ccc(N(C(=O)c2ccco2)S(=O)(=O)c2cc(OC)ccc2OC)cc1	10	4	-2	3	2	5	20	-8
COc1ccc(NC(=O)CN(C)C(=O)CSc2nc3ccccc3s2)cc1	-4	12	6	-2	-6	10	-9	-6
Cc1csc(NC(=O)c2c(-c3c(F)cccc3Cl)noc2C)n1	6	-1	-10	4	-27	-11	-75	-2
CCCc1cc(=O)[nH]c(SCCCCN2C(=O)c3ccccc3C2=O)n1	0	-10	-7	-11	0	11	27	-16
Cc1noc(C)c1S(=O)(=O)Nc1ccccc1Cl	1	3	-5	5	2	-8	-5	-6
CCOc1cc(/C=C2\CN(CC)C/C(=C\c3ccc(O)c(OCC)c3)C2=O)ccc1O	-72	-2	5	8	12	12	7	-26
COCc1c(C(=O)N/N=C/C2CC=CCC2)nnn1-c1nonc1N (configuration not stated)	3	3	-1	4	0	-4	6	-12
NC(=O)c1cc(S(=O)(=O)NCc2cccs2)cs1	-6	13	-3	-13	0	-3	23	-7
CCN(CC)C(=O)Oc1ccc2c(=O)c(-c3ccc(OC)cc3)coc2c1	6	1	-6	-11	1	7	-13	-4
CCN(CC)S(=O)(=O)c1cc(OC)c(C)cc1C	-4	-2	-7	-2	2	26	8	-21
CC(=O)Nc1ccc(Nc2nc(-c3sc(NC(C)=O)nc3C)cs2)cc1	-2	5	-3	0	-6	-3	-319	-16
Cc1ccc(-c2noc(N=O)c2NO)cc1	-17	-9	-4	-32	3	5	9	-37
CC(=O)NC1C(=O)N(CCN2CCOCC2)c2ccc(Br)cc21 (configuration not stated)	-2	7	-3	1	-4	3	10	11
COc1cc(-c2nc(-c3ccc4c(c3)-c3ccccc3S4(=O)=O)c(-c3ccccc3)[nH]2)cc(OC)c1OC	0	1	-6	5	-12	0	-465	-19
Cc1cc(C)nc(NS(=O)(=O)c2ccc(N3C(=O)C4C5C=CC(C5)C4C3=O)cc2)n1 (configuration not stated)	1	4	-2	-2	1	-11	10	-7
O=C(COC(=O)c1cncc(Br)c1)NCC12CC3CC(CC(C3)C1)C2	-2	2	9	-1	-11	14	0	0
O=C(O)CCC(=O)Nc1ccc(Oc2ncnc3cc(Cl)ccc23)nc1	-4	2	-1	-2	1	-30	-20	3
CC1CCc2nc(NC(=O)CN3CCN(c4ccc(F)cc4)CC3)sc2C1 (configuration not stated)	0	0	-3	2	3	22	9	-3
